ROC1-CUL1 inh = inhibitors of human ROC1-CUL1 ubiquitin ligase activity; in vitro K48 di-Ub FRET, acceptor:donor ratio, 45 min; inhibition, % at 10 µM; 0.6% of 140,000 active; in the data active = inhibition above about 25%
Target sequence (P62877 whole entry, looked up): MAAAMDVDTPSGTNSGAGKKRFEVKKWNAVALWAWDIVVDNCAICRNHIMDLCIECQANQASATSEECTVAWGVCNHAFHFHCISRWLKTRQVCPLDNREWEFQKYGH
Target sequence (Q13616 whole entry, looked up): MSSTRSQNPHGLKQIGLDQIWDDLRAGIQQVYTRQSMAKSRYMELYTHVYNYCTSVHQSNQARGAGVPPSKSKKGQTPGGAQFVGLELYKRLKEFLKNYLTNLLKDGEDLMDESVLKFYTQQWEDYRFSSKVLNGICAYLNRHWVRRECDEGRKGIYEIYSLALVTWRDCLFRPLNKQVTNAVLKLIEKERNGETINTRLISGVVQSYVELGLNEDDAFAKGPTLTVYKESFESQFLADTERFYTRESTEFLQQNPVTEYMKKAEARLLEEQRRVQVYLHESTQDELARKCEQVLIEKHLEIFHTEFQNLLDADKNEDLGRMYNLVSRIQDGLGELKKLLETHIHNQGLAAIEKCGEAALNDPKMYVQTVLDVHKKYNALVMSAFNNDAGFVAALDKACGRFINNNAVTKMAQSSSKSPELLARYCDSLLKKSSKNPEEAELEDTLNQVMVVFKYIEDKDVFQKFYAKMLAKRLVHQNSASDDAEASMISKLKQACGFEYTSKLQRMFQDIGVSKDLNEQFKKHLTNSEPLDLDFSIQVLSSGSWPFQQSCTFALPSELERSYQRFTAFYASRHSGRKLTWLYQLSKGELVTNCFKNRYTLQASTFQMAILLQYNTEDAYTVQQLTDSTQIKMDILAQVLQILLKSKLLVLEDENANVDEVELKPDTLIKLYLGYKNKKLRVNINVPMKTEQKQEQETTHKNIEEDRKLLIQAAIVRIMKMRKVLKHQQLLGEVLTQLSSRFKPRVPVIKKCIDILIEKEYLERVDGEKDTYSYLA
* marks the source's active call; other numbers are inactive results. An excerpt. The share of hits here may be higher or lower than overall.

SMILES	ROC1-CUL1 inh
Cc1ccc(C)c(N(C(C)C(N)=O)S(C)(=O)=O)c1 (configuration not stated)	11
COC(=O)c1ccc(C)c(NS(=O)(=O)c2ccc3c(c2)OCCO3)c1	-7
Cc1nn(-c2ccccc2)c(N=Cc2cc(Br)ccc2O)c1-c1cccc(Br)c1	5
COc1ccccc1CNC(=O)c1coc(COc2ccc(F)cc2)n1	-3
O=C(COc1ccccc1)Nc1ncc(Cc2cccc3ccccc23)s1	-7
O[C@H]1[C@H](N2CCN(c3ccccn3)CC2)c2ccccc2C12CCNCC2	6
CCNC(=O)CC1C(=O)N(c2ccc(F)cc2)C(=O)N1Cc1ccc(OC)c(OC)c1 (configuration not stated)	0
Cc1cccc(NC(C)c2cc(Cl)ccc2O)c1 (configuration not stated)	1
CCN(CC)C(=O)Cn1cc(C(=O)NCC2CCCO2)nn1 (configuration not stated)	-7
Cc1nn(C(=O)c2ccc(COc3ccccc3Cl)o2)c(C)c1Br	19
Cc1cc(N=Cc2ccc([N+](=O)[O-])cc2)cc(C)c1O	2
Cc1cccc(C(=O)NNS(=O)(=O)c2ccc(Cl)cc2)c1O	7
CC1=NC(=O)NC(C(F)(F)F)(C(F)(F)F)C1C#N (configuration not stated)	4
N#CCN1CCn2c3c(c4cc(C5CCCCC5)ccc42)CCCC31 (configuration not stated)	-5
CC1(C)CC(=O)C2=C(C1)N=c1s/c(=C/c3ccc(F)c(F)c3)c(=O)n1C2c1ccc(F)cc1 (configuration not stated)	11
O=C(COC(=O)c1c2c(nc3ccccc13)CCCC2)c1ccc2ccccc2c1	-10
C=CCN=c1scc(-c2ccc(Cl)cc2)n1CC=C	-8
O=[N+]([O-])c1cc(C(F)(F)F)cc([N+](=O)[O-])c1Nc1ccc(F)cc1	4
CC(C)=CCS(=O)(=O)Cc1ccccc1	5
Cc1ccc(NC(=O)C2CC(=O)NC(=N)S2)cc1Cl (configuration not stated)	-1
Cc1cc(Cl)ccc1NC(=O)CCC(=O)O	-9
COc1ccc(CN=CC2C(=O)CNC2=O)cc1OC (configuration not stated)	1
CCCCOc1ccc2c(C(F)(F)F)cc(=O)oc2c1	6
CCOc1cc(C2c3c(n[nH]c3-c3ccc4c(c3)OCO4)OC(=N)C2C#N)ccc1OC(=O)N1CCOCC1 (configuration not stated)	11
CCOC(=O)C1=c2s/c(=C/c3ccc(Cl)cc3)c(=O)n2C(=N)C(C(=O)OC)C1c1ccc(Cl)cc1 (configuration not stated)	-2
COc1cc(S(=O)(=O)NCCOc2ccc(C)cc2)c(OC)cc1Cl	-4
CN(c1ccccc1)S(=O)(=O)c1nnc(NC(=O)c2ccccc2)s1	0
CN(C)c1cccc(C(=O)N2CCCC(N3CCN(c4ccc(F)cc4)CC3)C2)c1 (configuration not stated)	-9
O=C(Nc1nccs1)C(F)(F)F	1
O=C(COc1ccccc1)Nc1ccccc1-n1cccc1	5
COc1cc(NC(=O)N2CCSc3ccccc32)cc(OC)c1OC	-7
CNC(=O)c1ccc(-c2nc(CN3CCc4ccccc43)c(C)o2)cc1	0
CCC1CN(C(=O)N2CCC(C(=O)N3CCN(c4ccc(F)cc4)CC3)CC2)c2ccccc2O1 (configuration not stated)	9
CC(C)Oc1ccc(CNC(=O)C2CCN(C(=O)c3sccc3-n3cccc3)CC2)cc1	-3
CCc1nn(C(CC)C(=O)NCc2ccc(OC)c(OC)c2)c(=O)c2cc3oc(C)cc3n12 (configuration not stated)	-3
COCCNC(=O)Cc1ccc(NC(=O)N2CCCCc3ccccc32)cc1	0
COc1ccc(N=C2S/C(=N\N=c3\sc4ccccc4n3C)N(c3ccccc3)C2=Nc2ccc(OC)cc2)cc1	1
COc1cc(C=C2C(=O)c3ccccc3C2=O)ccc1OCC(=O)NCc1ccccc1	-11
O=C(O)c1ccc2c(c1)C(=O)N(c1ccc(/C=C/c3ccccc3)cc1)C2=O	22
O=C1/C(=C/c2ccc(O)c(O)c2)SC(=Nc2ccc(F)cc2)N1c1ccc(F)cc1	5
O=C(Cn1c(=O)nc(-c2ccccc2F)c2cc(Cl)ccc21)Nc1ccccc1C(F)(F)F	5
Cc1cccc(NC(=O)C2CCN(c3nc4ccccc4[nH]3)CC2)c1C	-4
CCCCCCCNCc1nc2c(c(=O)n(C)c(=O)n2C)n1Cc1ccccc1	1
CN1N=C2c3ccccc3CCC2[C@H]1c1cccc(O)c1 (some centres not stated)	0
CCc1ccc2occ(CC(=O)N(Cc3ccccc3)C3CCS(=O)(=O)C3)c2c1 (configuration not stated)	1

By substructure: the entries above with a nitro group on carbon
SMILES	ROC1-CUL1 inh
Cc1cc(N=Cc2ccc([N+](=O)[O-])cc2)cc(C)c1O	2
O=[N+]([O-])c1cc(C(F)(F)F)cc([N+](=O)[O-])c1Nc1ccc(F)cc1	4

(listing goes on)
SMILES	ROC1-CUL1 inh
O=C(c1ccc(S(=O)(=O)N2CCOCC2)cc1)N1CCN(Cc2ccc3c(c2)OCO3)CC1	3
COC(=O)[C@H](Cc1ccccc1)NC1CCN(c2ccc(CC(=O)NCc3ccccc3)cc2)CC1	-1
O=C1C2CCCCC2C(=O)N1c1ccc(Oc2ccc3ccccc3c2)cc1 (configuration not stated)	10
COc1c(-c2ccc(O)c(O)c2)oc2cc(O)cc(OC3OC(CO)C(O)C(O)C3O)c2c1=O (configuration not stated)	3
Cc1ccc(NC(=O)CSC2=NC(=O)CC(c3ccccc3F)C2C#N)cc1S(=O)(=O)N1CCOCC1 (configuration not stated)	11
CC(C)CNC(=O)c1cc(Cl)ccc1Cl	7
CC(=O)N=C1C(=O)c2ccccc2C(=O)C1NCCc1c[nH]c2ccccc12 (configuration not stated)	3
CCOc1ccc2nc(N3C(=O)C(=O)C(C(=O)c4ccc(OC)cc4)C3c3ccc(OCc4ccccc4)c(OC)c3)sc2c1 (configuration not stated)	-10
CCSc1nc2sc3c(c2c(=O)[nH]1)CCN(Cc1ccccc1)C3	10
Cc1ccc(C2C3CCC(C)CC3S(=O)(=O)C2Cl)cc1 (configuration not stated)	4
CCOc1ccc(-n2c(SCc3ccc(C(=O)OC)o3)nc3c([nH]c4ccccc43)c2=O)cc1	-5
COC(=O)C(Sc1nc(C)cc(C)c1C#N)c1ccccc1 (configuration not stated)	-2
CC1CCN(S(=O)(=O)c2ccc(NS(=O)(=O)c3cc(Cl)ccc3Cl)cc2)CC1	17
Cc1cccc(CN2CCC(C(=O)N3CCCCC3)CC2)c1	8
Cc1cccc(C(=O)N2CCC(C3(Cc4ccc(F)cc4)NC(=O)N(C4CCOC4)C3=O)CC2)c1C (configuration not stated)	2

Taken from the results shown (2 entries):
SMILES	ROC1-CUL1 inh
CC1(C)CC(=O)C2=C(C1)N=c1s/c(=C/c3ccc(F)c(F)c3)c(=O)n1C2c1ccc(F)cc1 (configuration not stated)	11
O=C(COC(=O)c1c2c(nc3ccccc13)CCCC2)c1ccc2ccccc2c1	-10

Further structures
SMILES	ROC1-CUL1 inh
CN1CCN(S(=O)(=O)c2ccc(Nc3cccc(C(F)(F)F)c3)nc2)CC1	3
CCn1nnc2cc(C(=O)Nc3ccc(C)c(Cl)c3)ccc21	-1
O=C(NC1CCCCC1)c1ccc2c(c1)N(Cc1ccc(F)cc1)C(=O)c1ccccc1S2(=O)=O	9
COCc1ccc(C(=O)N2CCOC(CC3CCCCC3)C2)o1 (configuration not stated)	4
O=C(Nc1ccccc1Br)c1cccc2c1-c1ccccc1C2=O	8
CC(C)(C)c1cc(OS(C)(=O)=O)ccc1O	1
Cc1ccccc1CNS(=O)(=O)Cc1cccc(Cl)c1	7
CC1CCCCN1c1nc(-c2ccccc2)nc2sc(-c3ccccc3)cc12 (configuration not stated)	0
COc1ccccc1CNC(=O)CCCn1c(=O)c2ccccc2n(Cc2ccccc2F)c1=O	-2
CCCCCC(=O)/C=C/[C@@H]1[C@H]2CC(=O)O[C@H]2C[C@H]1OC(=O)c1ccc(-c2ccccc2)cc1	7
CCOC(=O)N1CCN(c2ccc3nnnn3n2)CC1	8
COc1ccc(-c2nn(-c3ccccc3)cc2C(=O)OCC(=O)c2ccc(Cl)cc2)cc1	0
Cc1nn(C)cc1/C=N/NC(=O)c1cc(Cl)ccc1Cl	4
Cc1noc(-c2ccc(N(C)Cc3nccs3)nc2)n1	-1
Cc1c(NS(=O)(=O)c2ccccc2)cccc1C(=O)NCC(C)C	-10
CCCCCNC(=O)CCc1ccc(S(=O)(=O)NCc2ccccc2)cc1	-1
Cc1cc2nc(NC(=O)c3cc(Br)c(Br)s3)sc2cc1C	-5
CCOc1ccc(C2=NC(c3ccncc3)=Nc3ccc(C)cc3N2)cc1OCC	-2
CCOC(=O)CN(C)Cc1c(C(=O)N(C)CCc2ccccc2)nc2sccn12	3
CCOc1cccc(C(=O)N(Cc2ccc(F)cc2)Cc2ccco2)c1	4
Cc1ccc(S(=O)(=O)c2nc(-c3ccccc3Br)oc2N2CCOCC2)cc1	-1
O=C1CSC(=S)N1Nc1ccccc1	-4
C=CCc1cc(C(=O)N2CCN(c3ccc(F)cc3)CC2)ccc1OC	2
CCS(=O)(=O)N1CCCC(C(=O)Nc2c(C)cc(C)cc2C)C1 (configuration not stated)	-1
CC(C)(C)NS(=O)(=O)c1ccc(OC(F)(F)F)cc1	-4
COC(=O)C1=C(C)N=c2s/c(=C/c3ccccc3OC)c(=O)n2C1c1ccccc1 (configuration not stated)	6
C=CCOc1ccc(-c2nn3c(-c4ccccn4)nnc3s2)cc1	5
O=C(NCCCc1nc2ccccc2n1Cc1cccc(Cl)c1)c1ccco1	0
CCOc1cc(Cl)c(/C=C2\SC(=N)NC2=O)cc1OCC	1
O=C(N=Nc1c(O)[nH]c2ccc(Br)cc12)c1cc(-c2ccc3ccccc3c2)n[nH]1	-12
CCCCn1c(=N)n(CC(=O)c2ccc(Cl)c(Cl)c2)c2ccccc21	4
CCCNC(=O)c1nnn(-c2ccc(C)cc2)c1-c1ccco1	-3
O=C(Cc1ccccc1)Nc1ccc(F)cc1	-3
O=c1[nH]nnn1Cc1ccccc1	6
CC(C)(C)n1ncc(Oc2ccc(CO/N=C(\C#N)c3ccccc3)cc2)c(Cl)c1=O	5
Cc1c(Cl)cccc1N1CCn2c1nc1c2c(=O)n(CC(=O)O)c(=O)n1C	-6
COc1ccc(C=C2C(=O)c3ccccc3C2=O)c2ccccc12	0
CCc1ccc(NC(=O)c2cc(C(C)=O)n3ccccc23)cc1	4
CCCCOC(=O)c1ccc(NC(=S)NC(=O)c2ccc(Cn3cc(Br)cn3)cc2)cc1	-9
COc1ccc(Nc2nc(C)c3c(n2)CC(C)(C)CC3=O)cc1	3
Cc1noc(C)c1C(=O)N1CCCC1C(=O)Nc1cccc(-n2cccn2)c1 (configuration not stated)	-1
CN(CCc1ccccn1)[C@@H]1CCN(Cc2ccc3c(c2)CC(C)(C)O3)C[C@H]1O	0
O=C(NCC1CCCO1)C1C=Nc2ccc(S(=O)(=O)Nc3ccc(F)cc3F)cc2C1=O (configuration not stated)	6
Cc1ccc(N(c2ccccc2)c2ccccc2C(=O)O)cc1	6
Cc1ccc(Cn2ccnc2SCC(=O)Nc2nc3ccccc3s2)cc1	-2

Structural class, those above with a tert-butyl group.
SMILES	ROC1-CUL1 inh
CC(C)(C)c1cc(OS(C)(=O)=O)ccc1O	1
CC(C)(C)NS(=O)(=O)c1ccc(OC(F)(F)F)cc1	-4
CC(C)(C)n1ncc(Oc2ccc(CO/N=C(\C#N)c3ccccc3)cc2)c(Cl)c1=O	5

A few values from the list.
In ROC1-CUL1 inh, O=C(Cc1ccccc1)Nc1ccc(F)cc1 has the entry -3
In ROC1-CUL1 inh, CCCNC(=O)c1nnn(-c2ccc(C)cc2)c1-c1ccco1 has the entry -3
In ROC1-CUL1 inh, O=c1[nH]nnn1Cc1ccccc1 has the entry 6
In ROC1-CUL1 inh, CCc1ccc(NC(=O)c2cc(C(C)=O)n3ccccc23)cc1 has the entry 4
In ROC1-CUL1 inh, COc1ccc(C=C2C(=O)c3ccccc3C2=O)c2ccccc12 has the entry 0

(further entries)
SMILES	ROC1-CUL1 inh
Cc1ccc(Cl)cc1Nc1nn2c(=O)c3ccc(C(=O)NCc4ccc(F)cc4)cc3nc2s1	-4
O=[N+]([O-])c1cn(C(O)Cc2ccncc2)cn1 (configuration not stated)	4
COc1cccc(-c2nc(CS(=O)(=O)CC(=O)NCCc3ccc(OC)c(OC)c3)c(C)o2)c1	4
CCC(=O)N1c2ccccc2-c2nnc(SC)nc2OC1c1c(C)nn(-c2ccccc2)c1Cl (configuration not stated)	13
O=C(O)CNC(=O)C(Cc1ccc([N+](=O)[O-])cc1)=NC(=O)c1ccccc1Cl	-11
CC(=O)c1sc(N/N=C\c2ccccc2O)nc1C	0
N#CC1C(=N)Oc2n[nH]c(-c3ccccc3)c2C1c1ccccc1Cl (configuration not stated)	13
Cc1oc2cc3c(C#N)c(C)oc3cc2c1C#N	-4
COc1ccc(NNC(=NNc2ccccc2)C(C)=O)cc1	-5
CC12CCC(C(=O)N(CC#N)CC#N)(C(=O)C1=O)C2(C)C (configuration not stated)	-1
CC(C)N(Cc1nccn1C)C(=O)c1cn(Cc2c(F)cccc2F)nn1	2
COc1ccc(Cc2nc(-c3ccccc3)nnc2N/N=C/c2ccco2)cc1OC	-10
CCOc1ccccc1N=c1ssc2c1-c1cc(OC)ccc1NC2(C)C	4
Cc1ccc(NC(=O)C(C)Oc2ccccc2F)c(C)c1 (configuration not stated)	-6
Cc1cc(C)cc(NC(=O)CCCN2C(=O)COc3ccc(C)cc32)c1	11
COc1ccc(-c2cn3c(C(=O)N(C)Cc4ccncn4)csc3n2)cc1F	-15
COC(=O)c1ccccc1NC(=O)Oc1ccccc1	1
